# LMNA splice mod: qHTS Assay for Modulators of Lamin A Splicing. HeLa LMNA splicing GFP/RFP minigene ratio, 48 h. Potency, µM (doses to about 46.1 µM), for the others: at the top dose ratio change, negative = inhibition, hits mostly inhibitors. hit rate 0.01% among 200,000; active = well fitted inhibition curve with a large enough effect in the signal ratio, with a control signal flat, not every such curve was filed as active; inconclusive = small, poorly fitted or top-dose-only effect, or effect the other way, or a change in a side signal; the % refers to the signal ratio; note: % is set by controls: 0 for no effect and ±100 for the full control effect
#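 S3 HeLa stable clones carrying a lamin A-EGFP splicing minigene plus DsRed2 were seeded at 600 cells/well in Opti-MEM with 2% FBS, pin-dosed and incubated 48 h at 37°C. Acumen cytometry (488 nm) gave the GFP/RFP total-intensity ratio.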
# RECQ1 inh: qHTS Assay for Inhibitors of RecQ-Like Dna Helicase 1 (RECQ1). RECQ1 DNA unwinding, red fluorescence kinetic read. hit rate 0.54% among 240,000. Potency, µM (highest dose often 57.3 µM), inactives show top-dose activity, negative = inhibition, actives largely listed as inhibitors. ATP-dependent DNA helicase Q1 (Homo sapiens), P46063. AID 2549, 2010;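 note: plate controls were vehicle for no effect and no enzyme for full effect; nearly all actives have a fitted effect of over 30% in size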
#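 RECQ1T1 50 nM; forked duplex (20 bp + 30-nt ss tails) 200 nM, ATP 2 mM final; pH 8.0, 2 mM MgCl2, 2.5 ug/ml poly(dI-dC); 15 min compound preincubation; discontinuous kinetic read over 2 h at RT.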
# TR SRC2 fluor cs: Total Fluorescence Counterscreen for Inhibitors of the Interaction of Thyroid Hormone Receptor and Steroid Receptor Coregulator 2. AID 1479, 2009. Potency, µM (top dose mostly 106 µM), for inactives: at the highest dose fluorescence change, negative = quenching. hit rate 0.29% among 280,000. TRb/SRC2 Texas Red total fluorescence interference; active = well fitted curve in either direction with a large enough effect; inconclusive = small, poorly fitted or top-dose-only effect; note: % is set by controls: 0 for no effect and ±100 for the full control effect
#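 Human TRb ligand-binding domain at 0.6 uM with 20 nM Texas Red SRC2 peptide in Tris buffer containing 1 uM T3 and 5% DMSO, incubated with compound 5 h at ambient temperature. Total fluorescence (555/632 nm) calculated as parallel + 2 × perpendicular.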
# SMN2 splice up: qHTS Assay for Enhancers of SMN2 Splice Variant Expression. HEK293 SMN2-luciferase splicing reporter, luminescence, 30-36 h. Potency, µM (doses to about 46.1 µM), inactives show top-dose activity change, positive = activation, usual class: activators. hit rate 2.8% among 210,000. AID 1458, 2008; note: % of control where 0% means no effect; nearly all actives have a fitted effect of over 55% in size
#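 HEK293 cells carry an SMN2 […]–luciferase reporter in which exon 7 inclusion puts luciferase in frame. Cells were plated 10-12 h before compound addition, then incubated 30-36 h at 37C. ONE-Glo luminescence was read; sodium butyrate at 4.5 mM final served as control.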
# ALDH1A1 inh: qHTS Assay for Inhibitors of Aldehyde Dehydrogenase 1 (ALDH1A1) | Aldehyde dehydrogenase 1A1 (Homo sapiens), P00352 | Purified ALDH1A1, NADH fluorescence, propionaldehyde substrate | Potency, µM (series often up to 75.3 µM), for the others: top-dose activity, negative = inhibition, usual class: inhibitors | hit rate 7.3% among 220,000 | AID 1030, 2008; active = well fitted inhibition curve with a large enough effect, not every such curve was filed as active; inconclusive = small, poorly fitted or top-dose-only effect, or another doubt; inactive = no such curve, though single readings can be large or run the other way;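 note: plate controls were no enzyme wells and a reference inhibitor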
# Target sequence (P00352 whole entry, looked up): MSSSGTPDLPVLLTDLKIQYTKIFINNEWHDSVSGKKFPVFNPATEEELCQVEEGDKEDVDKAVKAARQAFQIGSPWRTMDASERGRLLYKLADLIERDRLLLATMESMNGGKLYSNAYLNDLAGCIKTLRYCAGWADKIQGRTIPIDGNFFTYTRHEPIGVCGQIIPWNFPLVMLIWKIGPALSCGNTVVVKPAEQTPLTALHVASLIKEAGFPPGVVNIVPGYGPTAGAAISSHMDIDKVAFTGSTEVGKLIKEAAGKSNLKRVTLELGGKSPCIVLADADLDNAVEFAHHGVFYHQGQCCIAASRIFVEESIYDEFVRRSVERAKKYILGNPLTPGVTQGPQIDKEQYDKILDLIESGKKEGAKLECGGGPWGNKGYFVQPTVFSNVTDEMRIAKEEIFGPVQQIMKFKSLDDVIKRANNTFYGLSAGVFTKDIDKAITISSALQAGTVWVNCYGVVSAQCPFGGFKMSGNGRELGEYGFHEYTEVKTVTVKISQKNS
# KDM4E inh: qHTS Assay for Inhibitors of Human Jumonji Domain Containing 2E (JMJD2E); JMJD2E catalytic domain, FDH-coupled NADH fluorescence (FDH is formaldehyde dehydrogenase); Potency, µM (top dose mostly 57.1 µM), for the others: top-dose activity change, negative = inhibition, actives largely listed as inhibitors; hit rate 1.6% among 230,000; AID 2147, 2009; active = well fitted inhibition curve with a large enough effect, not every such curve was filed as active; inconclusive = small, poorly fitted or top-dose-only effect, or another doubt; inactive = no such curve, though single readings can be large or run the other way;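 note: 0% = wells with enzyme and -100% = buffer wells without enzyme; nearly all actives have a fitted effect of over 50% in size; many of its hits are not listed in these tables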
# RGS12 GoLoco inh: qHTS Assay for Inhibitors of RGS12 GoLoco Motif Activity (Red Fluorophore); Guanine nucleotide-binding protein G(i) subunit alpha-1 (Homo sapiens), P63096; Gai1:RGS12 GoLoco peptide FP, rhodamine, 10 min; Potency, µM (top dose mostly 61.6 µM), for inactives: at the highest dose activity, negative = inhibition, most hits filed as inhibitors; hit rate 0.44% among 230,000; AID 880, 2007; active = well fitted inhibition curve with a large enough effect, not every such curve was filed as active; inactive = no such curve, though single readings can be large or run the other way; note: % is set by controls: 0 for no effect and ±100 for the full control effect; nearly all actives have a fitted effect of over 30% in size; many of its hits are not listed in these tables
# Target sequence (P63096 whole entry, looked up): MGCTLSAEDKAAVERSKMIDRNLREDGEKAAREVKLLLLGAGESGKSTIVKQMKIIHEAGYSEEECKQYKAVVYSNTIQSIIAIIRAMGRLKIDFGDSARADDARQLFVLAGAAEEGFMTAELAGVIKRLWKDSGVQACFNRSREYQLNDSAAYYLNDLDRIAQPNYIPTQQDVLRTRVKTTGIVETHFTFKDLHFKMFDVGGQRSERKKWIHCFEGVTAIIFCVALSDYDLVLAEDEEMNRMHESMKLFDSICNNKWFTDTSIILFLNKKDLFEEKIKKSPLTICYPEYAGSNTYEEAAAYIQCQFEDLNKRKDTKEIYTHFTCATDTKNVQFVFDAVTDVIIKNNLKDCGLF
# TRb SRC2 PPI: qHTS for Inhibitors of the Interaction of Thyroid Hormone Receptor and Steroid Receptor Coregulator 2; Thyroid hormone receptor beta (Homo sapiens), P10828; TRbeta-SRC2 peptide binding, fluorescence polarization; receptor liganded with 1 µM T3; Potency, µM (top dose mostly 106 µM), inactives show top-dose activity change, negative = inhibition, hits mostly inhibitors; hit rate 0.065% among 280,000; AID 1469, 2008;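 note: plate controls were bound peptide for no effect and peptide without receptor for full effect; nearly all actives have a fitted effect of over 50% in size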
#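 Decrease in fluorescence polarization of 20 nM Texas Red SRC2 coactivator peptide flagged inhibition of its binding to 0.6 uM TRb LBD; 1 uM T3 included, incubation 5 hr, ex 555/em 632 nm.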
# Active calls of the source: *; i = inactive; ? = inconclusive; / = not tested or not shown; [ ] = another dose, or the depositor's remark. Unless noted, calls come from the whole dose curve; as a rule, active = well fitted curve in the direction sought with a large enough effect; inconclusive = small, poorly fitted or top-dose-only effect, or another doubt; inactive = no such curve, though single readings can be large; an effect the other way counts as inactive or inconclusive. Potency is the fitted concentration of half-maximal effect.
SMILES,LMNA splice mod,RECQ1 inh,TR SRC2 fluor cs,SMN2 splice up,ALDH1A1 inh,KDM4E inh,RGS12 GoLoco inh,TRb SRC2 PPI
CN(Cc1ccccc1)C(=C(Cl)Cl)/C(=C1/NCCN1C)[N+](=O)[O-],10%[46 µM],-5%,0%,5%,-1%,-9%,-11%,-3%
O=C(c1ccc(Br)cc1)N(c1ccccn1)C1CCCCC1,/,i,-4%,/,/,-6%,5%,-2%
CC(=O)Nc1ccc(Nc2ccccc2)cc1,/,i,-3%,/,/,0%,5%,-4%
COc1ccc(NC(=O)COC(=O)c2ccc(OCc3ccccc3Cl)c(OC)c2)c(OC)c1,5%,-9%,1%,18%,15%,-18%,-6%,1%
Cc1cccc(-n2c(N)c(C(=O)NCCN3CCOCC3)c3nc4ccccc4nc32)c1,-15%,-3%,-2%,-5%,?,?,0%,-16%
COc1cc(O)c(C)c(O)c1,?,0%,-2%,11%,7%,-6%,5%,2%
CCN(/C=N/c1sc2c(c1C#N)CCCCC2)CC,9%,-2%,-3%,11µM*,?,3%,9%,-9%
COc1ccc(Cl)cc1N(CC(=O)N/N=C/c1ccc(OCC(N)=O)cc1)S(C)(=O)=O,/,i,2%,2%,4%,-1%,-28%,-13%
Cc1ccc(NC(=O)c2sc(Cl)nc2-c2ccccc2)cc1,3%,i,-1%,-2%,6%,-3%,-3%,-8%
COCCn1c(=NC(=O)CN2C(=O)CCC2=O)sc2cc(S(N)(=O)=O)ccc21,-5%,-1%,-5%,-4%,2%,-24%,3%,-7%
N#Cc1c2n(c3c(=O)n(Cc4ccccc4Cl)cnc13)CCCC2,-4%,-4%,1%,1%,?,-1%,2%,6%
O=S(=O)(c1cccc2cccnc12)N1CCN(Cc2ccc3c(c2)OCO3)CC1,9%,-7%,-5%,-8%,4%,-12%,6%,4%
Cc1nc(N)sc1C(=O)NN,/,-8%,-1%,/,25µM*,21%,1%,1%
COc1ccc(OCCCC(=O)Nc2cccc([N+](=O)[O-])c2)cc1,?,i,-4%,-1%,-4%,1%,3%,-4%
COC(=O)c1c(NC(=O)CSc2nnc(Cn3nnc4ccccc43)n2C)sc(C)c1C,-14%,i,-6%,-9%,-2%,-2%,3%,2%
CCOc1ccc2oc(C(=O)NC3CC(C)(C)NC(C)(C)C3)c(C)c2c1,18%[9.22 µM],-9%,-2%,-4%,?,?,7%,2%
CCc1nnc(NC(=O)C2CCN(c3nccc(C)n3)CC2)s1,-18%,-5%,-1%,10%,?,?,-1%,-13%
CC(O)CSc1nc2c(c(=O)[nH]c(=O)n2C)n1CC(O)COc1ccccc1 (stereo not given),10%[46 µM],-2%,0%,11%,24µM*,2%,6%,-5%
CC(C)c1cc(C(=O)O)n[nH]1,-7%,i,-4%,-4%,2%,-3%,8%,-4%
Cc1cc2c(cc1C)C(c1ccsc1)CC(=O)N2 (stereo not given),/,-4%,0%,-43%[inhibitor],?,-4%,34%[activator],2%
COc1ccccc1NS(=O)(=O)c1cc(N)ccc1N1CCCCC1,/,-4%,-4%,3%,3.2µM*,?,8%,9%
COc1ccc(NC(=O)C(NC(C)=O)C(=O)NCc2ccccc2OC)cc1 (stereo not given),-7%,-7%,0%,3%,11%,-1%,2%,-2%
CC(=O)Oc1ccc(C(=O)Nc2ccccc2C(=O)NCC(C)C)cc1,-7%,-1%,-2%,?,6%,10%,-1%,8%
Cc1cc(C)c(NC(=S)N(CCN(C)C)C(C)c2cccnc2)c(C)c1 (stereo not given),10%[46 µM],4%,-3%,-12%,-1%,-1%,2%,-1%
CC(C)=C1C2CCC1C1C(=O)N(CCc3ccccc3)C(=O)C21 (stereo not given),?,6%,-2%,-10%,-4%,1%,4%,1%
O=C(C1CCN(S(=O)(=O)N2CCCC2)CC1)N1CCCCC1,4%,-6%,-1%,13%,-10%,2%,3%,1%
COc1ccccc1C1CC(c2ccc(NS(C)(=O)=O)cc2)=NN1C(=O)c1ccccc1 (stereo not given),/,-3%,-2%,-30%[inhibitor],?,-4%,5%,0%
C/C(=N\NC(=O)C1COc2ccccc2O1)c1ccc(Cl)s1 (stereo not given),-16%[46 µM],-11%,0%,19%,4%,-4%,12%,8%
CCNC(=S)NCC,/,-5%,-4%,-1%,?,/,-6%,3%
N#Cc1cccc(C(c2nnnn2C2CCCC2)N2CCCCCC2)c1 (stereo not given),7%,-7%,-1%,-4%,?,-9%,-8%,4%
CC1(C)CC(=O)C(C=Nc2ccc(C(=O)c3ccccc3)cc2N=CC2=C(O)CC(C)(C)CC2=O)=C(O)C1,?,-4%,4%,-5%,10µM*,20µM*,15%,6%
FC(F)Oc1ccc(NC(=S)NCc2nc3ccccc3[nH]2)cc1,?,i,0%,?,3%,?,6%,6%
CCCCNC(=O)N1CCN(c2ccccc2OC)CC1,8%[46 µM],-5%,0%,/,2%,-2%,-2%,-2%
O=C(c1cccc([N+](=O)[O-])c1)N1CCCC(C(=O)N2CCCCCC2)C1 (stereo not given),/,-4%,-4%,/,/,-3%,6%,1%
CCN1C(=O)N/C(=C/c2cc(C)n(Cc3ccccc3)c2C)C1=O,?,-3%,-2%,30%,?,?,19%,-5%
OCCCCNCc1cc(Br)ccc1OCc1ccccc1,-13%[46 µM],i,-2%,-21%,?,-8%,4%,2%
CCCn1c(SCC(=O)N2CCN(c3ccccc3)CC2)nc2ccccc2c1=O,?,-11%,2%,-18%,-7%,-1%,7%,6%
Cc1c(C)c2ccc(OCc3ccc(C(=O)O)o3)c(C)c2oc1=O,5%,10%,0%,68%,?,?,11%,-4%
COc1ccc(Cc2nc3ccc(S(N)(=O)=O)cc3[nH]2)cc1OC,-9%,2%,3%,-14%,?,?,19%,-19%
COc1ccc(OC)c(-c2nc(CN3CCCCC3c3cccnc3)c(C)o2)c1 (stereo not given),?,i,-2%,-2%,?,?,16%,8%
CCC(=O)NC1(C(F)(F)F)C(=O)Nc2c1c(=O)[nH]c(=O)n2Cc1ccco1 (stereo not given),3%,-13%,-11%,-7%,0%,?,2%,-1%
N#CCc1ccccc1[N+](=O)[O-],/,5%,-2%,-4%,25µM*,/,0%,1%
CC(=O)n1nc(-c2cccnc2)nc1NCc1cccs1,?,i,-2%,6%,5%,6%,12%,-4%
Cn1c(=O)[nH]c(=O)c2c1nc(NCc1ccccc1)n2CCCc1ccccc1,0%,-10%,-7%,3%,-4%,-10%,3%,5%
O=c1cc(Cc2ccccc2)[nH]c(=S)[nH]1,6%,i,-2%,?,-11%,5%,5%,0%
Cc1ccc(NS(=O)(=O)c2cc(C(=O)Nc3cccc(N(C)S(C)(=O)=O)c3)ccc2C)c(C)c1,?,-10%,0%,-8%,11%,2%,-10%,-5%
O=C(Oc1ccccc1)N1CCC2(CC1)CN(c1ncccn1)C2,/,i,/,-23%,?,/,-6%,/
CCOc1ccc2nc(NC(=O)CSc3nnnn3C3CCCCC3)sc2c1,?,2%,-6%,?,8.9µM*,?,2%,-4%
CCn1c(COc2ccc3c(c2)OCO3)nnc1SCC(=O)O,5%,-16%,-2%,4%,10%,1%,1%,-20%
Cc1cc(C)c(S(=O)(=O)N2CCC(C(N)=O)CC2)cc1C,3%,i,-1%,-24%,-6%,4%,8%,-4%

# Continued.
SMILES,LMNA splice mod,RECQ1 inh,TR SRC2 fluor cs,SMN2 splice up,ALDH1A1 inh,KDM4E inh,RGS12 GoLoco inh,TRb SRC2 PPI
COc1cccc(-c2csc(N3CCN(C(=O)Nc4ccc(Cl)cc4)CC3)n2)c1,?,-12%,0%[53 µM],/,-7%,-6%,9%,5%[53 µM]
Cc1ccccc1-n1nc(C)c2c(C(=O)NN)cc(-c3ccncc3)nc21,/,-1%,-1%,15%,-14%,?,2%,2%
O=C1c2ccc(Oc3cccc([N+](=O)[O-])c3)cc2C(=O)N1c1ccccn1,3%[46 µM],-4%,2%,12%,?,-24%,3%,6%
Nn1c(Cc2cccc3ccccc23)nnc1SCc1c(Cl)cccc1Cl,?,10%,-1%,-30%,?,1%,8%,14%
CCOC(=O)C1(CC2CCCCO2)CCN(C(=O)Nc2ccc(C(=O)OC)cc2)CC1 (stereo not given),/,-4%,-2%,/,-7%,-8%,0%,-1%
CC(C)(C)NC(=O)Cn1c(SCC(=O)NCc2cccs2)nc2ccccc21,-5%,i,2%,-2%,1%,-1%,11%,1%
CCS(=O)(=O)Nc1cccc(C2=NN(C(C)=O)C(c3cccs3)C2)c1 (stereo not given),/,-2%,-5%,/,?,3%,2%,-2%
O=C(/C=C1\NC2(CCCC2)Cc2ccccc21)C(=O)N/N=C/c1ccc(O)c(O)c1,?,1%,-1%,/,4%,-3%,29%,8%
COc1cc(NC(=O)CN2c3cccc4cccc(c34)S2(=O)=O)cc(OC)c1OC,?,i,1%,-67%[inhibitor],-5%,?,14%,-7%
CCOC(=O)c1cc(C#N)c(C)nc1N(CC)CC,/,i,-1%,/,/,2%,13%,-5%

# Compound activity: PubChem BioAssay, National Center for Advancing Translational Sciences (NCATS)

# The list is partial (hit frequency here may not be typical).
